Screening data (PubChem BioAssay)
PhoP GFP inhibition: Inhibition of PhoP regulon, Salmonella typhi GFP reporter cells, confirmation, 4 h (AID 1850). Salmonella Typhi PhoP-promoter GFP reporter, fluorescence, 4 h; higher % means a stronger effect. 310,000 compounds, 0.33% hits. inhibition, % at 50 µM; hits with a dose series show IC50 in µM; in the data active = a potency from the dose series; inconclusive = inhibition mostly from about 25% at the one dose, without a potency; inactive = the rest, 99 in 100 with inhibition below about 19%;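 note: 0% = induced wells with vehicle and 100% = uninduced wells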
influenza NS1A: H1N1 influenza NS1A inhibitors, functional cell based assay (AID 504329); 340,000 compounds, 0.3% hits; NS1A functional cell-based assay, percent inhibition; higher % means a stronger effect; inhibition, % at 12.5 µM; hits with a dose series show IC50 in µM; in the data active = a potency from the dose series; inconclusive = inhibition above about 27% without an active follow-up result; note: strong numbers were not always called active
tuberculosis growth: growth inhibition of non-replicating M. tuberculosis (AID 488890); Mycobacterium tuberculosis non-replicating, growth inhibition; higher % means a stronger effect; inhibition, % at 25 µM; hits with a dose series show IC50 in µM; 320,000 compounds, 0.39% hits; in the data active = a potency from the dose series; inconclusive = inhibition mostly from about 82% at the one dose, without a potency; inactive = the rest, 99 in 100 with inhibition below about 76%;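 note: plate controls were DMSO cells for no effect and high antibiotic wells for full effect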
M. tuberculosis HTS: M. tuberculosis growth inhibition, HTS (AID 449762); 330,000 compounds, 0.59% hits; M. tuberculosis H37Rv growth inhibition, 7H9 media; higher % means a stronger effect; one-dose inhibition, % at 25 µM; IC50 in µM for titrated hits; in the data active = a potency from the dose series; inconclusive = inhibition above about 70% without an active follow-up result;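 note: bacterial growth assessed after seven days of incubation; strong numbers were not always called active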
inhibitors of VEEV: inhibitors of VEEV TC-83 cytopathic effect, confirmation, Vero cells (AID 588727) | Vero cells, VEEV TC-83 cytopathic effect inhibition; higher % means a stronger effect | inhibition, % at 20 µM; hits with a dose series show IC50 in µM | 350,000 compounds, 0.13% hits; in the data active = a potency from the dose series; inconclusive = inhibition mostly from about 14% at the one dose, without a potency; inactive = the rest, 99 in 100 with inhibition below about 12%; note: strong numbers were not always called active
inhibitors of VEEV 10K pilot screen: also measured in inhibitors of VEEV; calls as there; inhibition, %; measured here: 10K pilot screen inhibition
Numbers without * were called inactive; i = inactive; u = inconclusive; x = no result given.

SMILES	PhoP GFP inhibition	influenza NS1A	tuberculosis growth	M. tuberculosis HTS	inhibitors of VEEV	others
COc1ccc(C2=NOC(Cn3nc(-c4ccccc4)cc3C(=O)NCc3ccccc3OC)C2)cc1 (stereo not given)	x	8%	51%	7%	10%
CCCCN(C)S(=O)(=O)c1ccc(C(=O)N(CCN(C)C)c2nc3ccc(C)cc3s2)cc1	-1%	-15%	-17%	-1%	0.6%	inhibitors of VEEV 10K pilot screen=0.8
Cc1cccc(CS(=O)(=O)c2ncc(Cl)c(C(=O)Nc3c(C)cccc3C)n2)c1	-20%	-4%	u	-3%	12%
CC(Oc1ccc(Br)cc1)C(=O)NC1CCN(Cc2ccccc2)CC1 (stereo not given)	5%	0%	28%	-4%	0.9%
COc1ccc(NC(=O)CCC(=O)N/N=C/c2cccnc2)cc1	-1%	-6%	-13%	-15%	1.5%
O=c1cc(Cl)[nH]c(=O)n1Cc1ccc(F)cc1	-9%	5%	16%	-3%	i
COc1cccc(-c2cc(C(=O)N3CCN(c4ncccn4)CC3)c3ccccc3n2)c1	-7%	2%	39%	7%	9.5%	inhibitors of VEEV 10K pilot screen=9.0
Cc1nnc(SC(C)C(=O)Nc2ccc3c(c2)OCCO3)s1 (stereo not given)	-17%	-6%	10%	-3%	0.3%
CCCC(=O)Nc1ccc(Cl)c(NC(=O)c2ccc(Br)o2)c1	-11%	-2%	11%	-2%	2.9%
COc1cccc(N2C(=O)CC(N3CCC(c4nc5ccccc5[nH]4)CC3)C2=O)c1 (stereo not given)	6%	-8%	33%	3%	0.7%
O=C(NCC(=O)N(c1cccnc1)C(C(=O)NC1CCCCC1)c1cccnc1)c1ccco1 (stereo not given)	-24%	1%	-13%	-8%	1.6%
COc1ccc(NS(=O)(=O)c2cccc(C(=O)NCC(c3ccco3)N3CCCC3)c2)cc1 (stereo not given)	4%	0%	-14%	-12%	0.2%
Cc1cc(C)c(C(=O)CSc2nc3ccccc3c(=O)[nH]2)cc1C	1%	-3%	6%	9%	1.1%
COc1ccccc1/C=C\C(=O)NCC(=O)N/N=C(\C)Cc1ccccc1	7%	7%	1%	6%	i
COC(=O)Nc1ccc(S(=O)(=O)N2CCC(C(=O)NC3CCCCC3)CC2)cc1	16%	-4%	15%	-5%	4.9%
CCCCN(C)CCNC(=O)c1c[nH]c2ccc(S(=O)(=O)N(CC)CC)cc2c1=O	-8%	1%	12%	7%	i
COc1cc(OCc2ccccc2)c(OC)c(OCc2ccccc2)c1	x	-23%	x	x	1.7%
CCOc1ccc2nc(SCC(=O)Nc3ccc(S(=O)(=O)N4CCCC4)cc3)c(C)cc2c1	16%	-2%	-7%	1%	0.9%
COc1ccc(NC(=O)N2CCCc3cccc(C)c32)cc1	0%	9%	-2%	-12%	i
O=C1CCC(=O)N1CC1CC2CCC1C2 (stereo not given)	-3%	15%	-11%	-1%	i
Cc1cccc(-c2nnc3sc(-c4ccccc4)nn23)c1	-5%	-19%	13%	9%	i
COC(C[C@H]1O[C@@H]1[C@H](O)[C@H](C)OCc1ccccc1)OC	-3%	-18%	-2%	-3%	4.8%
C/C(=C\C(=O)c1ccc(Cl)cc1Cl)N(C)C	-25%	0%	u	10%	0.8%
Cc1cccc(N2C(=O)N3[C@H](c4ccc(Cl)cc4)[C@@H]4C(=O)N(C5CCCCC5)C(=O)[C@@H]4[C@]3(Cc3ccc(Cl)cc3)C2=O)c1	8%	-12%	3%	-10%	3.8%
NC(=O)Cc1ccc(C(=O)c2ccc(F)cc2)s1	0%	3%	15%	0%	1.1%
COc1ccc(CC(=O)Nc2ccccc2N2CCOCC2)cc1OC	2%	-3%	-4%	-8%	0.6%
Cc1cccc2sc(NC(=O)[C@@H]3CCCN3C(=O)c3cccs3)nc12	10%	-8%	23%	-5%	0.6%
CN(C)S(=O)(=O)c1cccc(NC(=S)Nc2ccc3cn[nH]c3c2)c1	6%	1%	15%	-3%	7.1%
Cc1ccc(S(=O)(=O)NCCN2CCNC2=O)cc1	-3%	-1%	-11%	-5%	0.1%
Cc1ccc(NC(=O)CN2C(=O)S/C(=C\C(=O)Nc3ccc(Cl)cc3)C2=O)cc1	-11%	-3%	-6%	2%	0.5%
CCOc1ccccc1NC(=O)CSc1nnc(CNC(=O)c2cccs2)o1	0%	-8%	-7%	2%	0.4%
COC(=O)c1sc(C(F)(F)F)c(-c2ccccc2)c1S(=O)(=O)N1CCCC1	10%	9%	16%	-7%	i
CC(=O)c1ccc(NC(=O)CN2CCC(C(=O)c3ccc4c(c3)OCCO4)CC2)cc1	15%	-5%	13%	5%	2.0%
Cc1cc(C)n2nc(C(=O)NCc3ccco3)cc2n1	-2%	-11%	-12%	-4%	0.7%
O=C(CCC(=O)Nc1ccccc1)N/N=C/c1ccco1	-4%	13%	24%	0%	0.9%
COC(=O)c1cc(COC(=O)CNC(=O)c2cccc(C)c2)oc1C	x	-14%	6%	-3%	1.3%
COc1ccc(-c2cc(C(=O)N/N=C/c3cc(OC)c(OC)cc3OC)c3ccccc3n2)cc1	-3%	x	3%	-4%	12%
CCCCNC(=O)/C(C#N)=C/c1ccc(C(=O)OC)cc1	0%	8%	53%	u	1.0%
COc1cccc(NC(=O)CSc2c3c(nc4ccccc24)CCCC3)c1	0%	-7%	29%	-8%	4.0%
Cc1ccc(NC(=O)COc2coc(CN3CCc4ccccc43)cc2=O)c(C)c1	9%	3%	4%	49%	2.9%
COC(=O)c1ccc(COc2ccccc2/C=C(\C#N)C(=O)Nc2ccc(C)cc2C)cc1	-4%	-29%	-26%	14%	1.3%
CC(=O)c1ccc(Oc2ccc(C(C)=O)cc2)cc1	-8%	6%	44%	3%	2.0%
CCCn1c(N)c(N(CCOC)C(=O)C2CCCC2)c(=O)[nH]c1=O	x	-4%	-10%	-5%	1.3%
CC(=O)N1CCN(c2ccc(Oc3nc(-c4ccccc4)nc4ccccc34)cc2)CC1	x	-7%	x	x	4.0%
Cc1ccc(S(=O)(=O)CCC(=O)N(Cc2nnc(-c3ccc(Cl)cc3)o2)C2CC2)cc1	x	-14%	62%	-7%	6.0%
COc1ccc(OC)c(-c2csc(NC(=O)COC(=O)c3ccc(NC(=O)CC#N)cc3)n2)c1	x	-4%	16%	-6%	4.9%
CCOC(=O)CC(NS(=O)(=O)c1ccc(NC(C)=O)cc1)c1ccc(OCC)cc1 (stereo not given)	-8%	44%	1%	4%	0.2%
CCOC(=O)c1cc2c(OC)ccc(OC)c2n1CC(=O)c1ccccc1	1%	3%	-12%	-6%	1.4%
O=C(NNC(=O)c1cc2ccccc2oc1=O)c1ccccc1	-1%	1%	69%	5%	0.6%
O=C(O)c1ccc(Oc2nc3ccccc3s2)cc1	x	-4%	x	x	2.0%
O=C(c1ccc(Br)cc1)N1CCCC(c2nc(-c3cccs3)no2)C1 (stereo not given)	-6%	-10%	27%	1%	i
CCOC(=O)c1cc(-c2ccc(N3CCOCC3)cc2)nn1-c1ccccc1	-6%	9%	u	13µM*	5.2%
CC(C)c1ccc(NC(=O)c2cccc(NC3=NC4CS(=O)(=O)CC4S3)c2)cc1 (stereo not given)	2%	-10%	-1%	-3%	4.8%
Cc1ccc(NC(=O)CCN2CCc3ccccc3C2)cc1	3%	2%	18%	0%	0.4%
COc1ccc(CCn2c(N)c(C#N)c3nc4ccccc4nc32)cc1OC	8%	4%	33%	3%	8.4%
CCN(CC)CCNC(=O)c1cccc(NC(=O)C(=O)c2cc(Br)ccc2NC(C)=O)c1	29%	4%	5%	-4%	i
O=C1NC(c2ccc(Br)cc2)=N/C1=C/c1ccco1	-4%	4%	-5%	-9%	i
CC(OC(=O)c1ccc(F)cc1)C(=O)Nc1nc(-c2cccc([N+](=O)[O-])c2)cs1 (stereo not given)	-6%	21%	74%	8%	1.9%
COC(=O)Cn1c(-c2ccc(OC)cc2)c(-c2ccc(OC)cc2)nnc1=O	-3%	2%	57%	-2%	1.0%
O=[N+]([O-])c1cccc(NC(=S)N2CCN(c3ccccn3)CC2)c1	-5%	-9%	-4%	1%	1.3%
More compounds follow:
SMILES	PhoP GFP inhibition	influenza NS1A	tuberculosis growth	M. tuberculosis HTS	inhibitors of VEEV	others
O=C(N/N=C\c1c[nH]c2ccccc12)c1ccc(O)cc1	37%	0%	37%	-8%	1.1%
O=C(CNC(=O)c1ccc(Br)cc1)Nc1ccc2c(c1)CCC2	x	-1%	-4%	0%	9.0%
Cc1ccc(C(C)C)c(OCCCn2ccnc2C)c1	-6%	-16%	29%	0%	i
CCn1c(SCc2ccc(C#N)cc2)nnc1-c1cccc(Cl)c1	-4%	4%	41%	-3%	2.8%
COc1ccc(CCNC(=O)N[C@@H](Cc2ccccc2)C(=O)O)cc1	-15%	0%	-2%	13%	0.3%
C=CCn1c(SCc2n[nH]c(=S)n2-c2ccccc2)nnc1-c1ccccc1	3%	13%	23%	-2%	i
O=C(CC1CCCCC1)Nc1c2c(nn1-c1ccc(F)cc1)CS(=O)(=O)C2	-2%	13%	2%	5%	1.6%
Cc1cc(C)c(C(=O)c2ccc(C(=O)NC(C)(C)C)cc2)c(C)c1	-13%	-5%	4%	0%	0.8%
NC(=S)Nc1nc2ccccc2[nH]c1=O	-1%	x	36%	-5%	x
CCN(CC)S(=O)(=O)c1cccc(S(=O)(=O)c2cccc(S(=O)(=O)N(CC)CC)c2)c1	-15%	0%	2%	-6%	i
COc1cc(OC)cc(C(=O)N[C@H](C(=O)NCc2ccccc2)C(C)C)c1	-13%	-11%	-5%	-3%	1.0%
O=c1ccn(-c2cccc(C(F)(F)F)c2)nc1-c1ccn(-c2ccccc2)n1	1%	5%	12%	8%	8.3%
O=C(COC(=O)c1cc(=O)[nH]c2ccccc12)Nc1cccc(S(=O)(=O)N2CCOCC2)c1	-2%	-3%	-1%	-5%	i
CCC(=O)N1CCc2cc(S(=O)(=O)CCC(=O)NCCc3ccc(OC)c(OC)c3)ccc21	9%	4%	5%	-6%	3.1%
CCN(CC)c1ccc(/C=N/NC(=O)OC(C)(C)C)cc1	-6%	6%	3%	-2%	0.6%

Part of the list above in order of length of the SMILES, rising.
SMILES	PhoP GFP inhibition	influenza NS1A	tuberculosis growth	M. tuberculosis HTS	inhibitors of VEEV	others
CCN(CC)c1ccc(/C=N/NC(=O)OC(C)(C)C)cc1	-6%	6%	3%	-2%	0.6%
CCn1c(SCc2ccc(C#N)cc2)nnc1-c1cccc(Cl)c1	-4%	4%	41%	-3%	2.8%
COc1cc(OC)cc(C(=O)N[C@H](C(=O)NCc2ccccc2)C(C)C)c1	-13%	-11%	-5%	-3%	1.0%
O=C(COC(=O)c1cc(=O)[nH]c2ccccc12)Nc1cccc(S(=O)(=O)N2CCOCC2)c1	-2%	-3%	-1%	-5%	i

Next section.
SMILES	PhoP GFP inhibition	influenza NS1A	tuberculosis growth	M. tuberculosis HTS	inhibitors of VEEV	others
COc1ccc(OC)c(S(=O)(=O)N2CCN(C(=O)NC3CCCCC3)CC2)c1	x	2%	7%	-2%	2.0%
CN1CCN(S(=O)(=O)c2cccc(C(=O)Nc3nccs3)c2)CC1	9%	-5%	-22%	3%	0.1%
COc1ccccc1C1=NOC(COC(=O)c2ccc3ccccc3n2)C1 (stereo not given)	-1%	-2%	u	u	0.9%
O=[N+]([O-])c1cc(O)c(O)c([N+](=O)[O-])c1	-5%	-1%	-7%	4%	0.5%
COc1cccc(CNC(=O)c2ccc(OC)c(S(=O)(=O)NC3CCCC3)c2)c1	-2%	-7%	8%	-1%	6.7%
Cc1cccnc1NC1OC(=O)c2ccccc21 (stereo not given)	-8%	-7%	-16%	-3%	0.7%
Cc1ccc(S(=O)(=O)Cc2cccc(C(=O)N3CCOCC3)c2)cc1	-24%	5%	-1%	5%	0.9%	inhibitors of VEEV 10K pilot screen=0.0
Cc1ccccc1CNC1CCCCC1	-1%	3%	4%	-2%	0.6%
COC(=O)c1cc(CNC(=O)CC(C)c2ccccc2)ccc1OC (stereo not given)	2%	6%	2%	4%	0.9%
O=[N+]([O-])c1ccc2c(c1)S(=O)c1ccccc1-2 (stereo not given)	1%	-11%	2%	-7%	2.4%
O=C(CCCNC(=O)c1ccc(Cl)cc1)OCc1cccc(Br)c1	4%	-12%	u	u	3.4%

Random excerpt: four records from the list
SMILES	PhoP GFP inhibition	influenza NS1A	tuberculosis growth	M. tuberculosis HTS	inhibitors of VEEV	others
COc1cccc(-c2cc(C(=O)N3CCN(c4ncccn4)CC3)c3ccccc3n2)c1	-7%	2%	39%	7%	9.5%	inhibitors of VEEV 10K pilot screen=9.0
CC(C)c1ccc(NC(=O)c2cccc(NC3=NC4CS(=O)(=O)CC4S3)c2)cc1 (stereo not given)	2%	-10%	-1%	-3%	4.8%
COc1ccccc1C1=NOC(COC(=O)c2ccc3ccccc3n2)C1 (stereo not given)	-1%	-2%	u	u	0.9%
Cc1ccc(C(C)C)c(OCCCn2ccnc2C)c1	-6%	-16%	29%	0%	i
